From PubChem
GPR55 activation – GPR55 agonists via beta-arrestin recruitment, primary screen, imaging, U2OS cells, beta-arrestin-GFP redistribution (AID 1961); activation, % at 10 µM; hits with a dose series show EC50 in µM; 290,000 tested, 0.048% active; U2OS GPR55 beta-arrestin-GFP redistribution imaging; higher % means a stronger effect;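 active = activation above 40% with more than 50 cells counted in the well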;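 note: U2OS osteosarcoma cells stably expressing GPR55 and beta-arrestin-GFP; plate controls were DMSO negative control for no effect and LPI positive control for full effect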
HIV peptide binding – inhibitors of HIV fusion peptide binding, primary screen, biochemical, uHTS, fluorescence dequenching (AID 1986); cell-free peptide binding, fluorescence dequenching, 30 min; higher % means a stronger effect; inhibition, % at 20 µM, or IC50 in µM where a hit was titrated; 290,000 tested, 0.3% active; in the data active = inhibition mostly above about 52%, no sharp cut-off; inactive = mostly below about 76%; note: some results filed as inactive read as strong as hits
KOR beta-arrestin-1 – kappa opioid receptor blockers – cell-based, luminescence, uHTS (AID 1778) | KOR beta-arrestin recruitment, luminescence, antagonist mode; higher % means a stronger effect | inhibition, % at 10 µM; hits with a dose series show IC50 in µM | 290,000 tested, 0.091% active; note: strong numbers were not always called active
Large T inhibition – TAg ATPase/helicase activity blockers – biochemical (AID 1903); SV40 large T antigen ATPase/helicase inhibition assay; higher % means a stronger effect; inhibition, % at 20 µM; hits with a dose series show IC50 in µM; 310,000 tested, 0.39% active; in the data active = a potency from the dose series; note: strong numbers were not always called active
NOD1 NF-kB reporter – inhibition of NOD1-driven NF-kB reporter – cell-based, luminescence, uHTS, primary screen (AID 1578) | NOD1-driven NF-kB luciferase reporter cells, luminescence; higher % means a stronger effect | one-dose inhibition, % at 4 µM; EC50 in µM for titrated hits | 290,000 tested, 1% active; in the data active = inhibition mostly above about 36%, no sharp cut-off; inactive = mostly below about 34%;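 note: HEK-293T reporter cells stimulated with the NOD1 agonist gamma-tri-DAP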
NOD2 inhibition – NOD2 signaling inhibitors, cell-based, luminescence, uHTS, HEK293 (AID 1566). HEK293 NOD2/NF-kB luciferase reporter, luminescence; higher % means a stronger effect. inhibition, % at 4 µM, or EC50 in µM where a hit was titrated. 290,000 tested, 0.63% active; note: many of its hits are not listed in these tables
Rac1 GTP hydrolysis – MgcRacGAP GTPase-activating activity inhibitors, confirmation, biochemical, ADP Hunter fluorescence; MgcRacGAP-stimulated Rac1 GTP hydrolysis, ADP Hunter fluorescence; higher % means a stronger effect; GST-tagged Rac1 F28L mutant substrate; 340,000 tested, 0.6% active; inhibition, % at 30 µM, or IC50 in µM where a hit was titrated; AID 624330;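 active = first-screen hits whose inhibition reached a set limit at any dose in the follow-up dose series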;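 note: fluorescence reports GDP produced by GAP-driven GTP hydrolysis; strong numbers were not always called active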
GPR55 antagonists – inhibition of LPI-stimulated GPR55 beta-arrestin translocation – imaging, U2OS, beta-arrestin-GFP, LPI agonist, primary screen (AID 2013); U2OS GPR55 beta-arrestin-GFP translocation imaging, LPI antagonism; higher % means a stronger effect; one-dose inhibition, % at 10 µM; IC50 in µM for titrated hits; 290,000 tested, 0.13% active;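 active = spots per cell inhibited over 60%, with over 100 cells counted and total cytoplasm intensity under 500,000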;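 note: U2OS cells stably carrying GPR55 and arrestin-GFP stimulated by 5 µM LPI near EC80; imaged beta-arrestin-GFP aggregate spots per cell after agonist stimulation; plate controls were LPI-stimulated DMSO wells for no effect and DMSO wells without LPI for full effect; some results filed as inactive read as strong as hits; confirmed hits need IC50 under 10 µM and bright autofluorescent wells are also inconclusive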
KOR beta-arrestin-2 – KOR agonists, beta-arrestin recruitment, primary screen, cell-based, luminescence, uHTS (AID 1777) | KOR beta-arrestin recruitment, luminescence; higher % means a stronger effect | activation, % at 10 µM, or EC50 in µM where a hit was titrated | 280,000 tested, 0.02% active; in the data active = activation above about 50%, passing the limit was not always enough; note: a part of the inactive calls stands beside numbers as strong as those of hits
* hit, by the source's call; . = no result given; [ ] = another dose, or the depositor's remark. Cut-off read from the data, not from the text of the source, unless noted: active = inhibition above about 50%; inactive = the rest. A portion of the library (hit frequency here may not be typical).

nr	structure	KOR beta-arrestin-2	NOD2 inhibition	Large T inhibition	GPR55 activation	NOD1 NF-kB reporter	KOR beta-arrestin-1	Rac1 GTP hydrolysis	GPR55 antagonists	HIV peptide binding
1	Cc1ccc(NC(=O)COC(=O)CN2C(=O)NC3(CCCC3)C2=O)cc1S(=O)(=O)N(C)C	0.6%	0%	5%	-0.2%	-36%	11%	-1%	4%	1.5%
2	COc1ccc(-n2c(O)c(/C=N/NS(=O)(=O)c3cccc([N+](=O)[O-])c3)c3ccccc3c2=O)cc1OC	-2.1%	18%	27%	0.4%	-28%	-4%[20 µM]	8%	13%	0.6%
3	Brc1nnc2n1-c1ccccc1Sc1ccccc1-2	3.9%	2%	13%	-0.4%	-16%	18%	7%	15%	2.5%
4	Cc1cccc(C2Nc3ccccc3C(=O)N2CCc2ccccc2)n1 (stereo not drawn)	1.0%	0%	21%	0.7%	-10%	4%	-1%	11%	-2.2%
5	CCCC(C(=O)O)n1c(O)c(C=C2N=c3ccccc3=N2)sc1=S (stereo not drawn)	4.2%	-13%	16%	-0.3%	-11%	5%	14%	6%	15%
6	CCOC(=O)CNC(=O)CSc1nc2cccnc2n1C1CCCCC1	-3.4%	-2%	1%	0.2%	-5%	32%	3%	2%	-2.3%
7	CCc1ccc(N2CCN(S(=O)(=O)CC34CCC(CC3=O)C4(C)C)CC2)cc1 (stereo not drawn)	1.6%	14%	12%	0.2%	-2%	-34%[20 µM]	-8%	13%	0.9%
8	COc1ccc(CCN=C(N)NS(=O)(=O)c2ccc(C)c(C)c2)cc1	-3.0%	10%	24%	0.0%	-10%	17%	10%	-8%	-0.6%
9	c1ccc(OCCN2CCN(Cc3nc(-c4ccc5c(c4)OCO5)no3)CC2)cc1	-3.2%	9%	6%	-0.2%	-8%	-3%	2%	-8%	-1.5%
10	NC(=O)COc1ccc(/C=N\NC(=O)CC(=O)NCCc2ccccc2)cc1	-4.2%	-2%	28%	0.3%	-1%	0%	9%	3%	-0.1%
11	Cc1ccccc1C(=O)NC(NCc1ccco1)C(Cl)(Cl)Cl (stereo not drawn)	0.5%	-8%	-4%	0.2%	.	4%	3%	19%	-3.5%
12	COc1cc(NC(=O)c2cccc(COCC(F)(F)C(F)F)c2)cc(OC)c1OC	-0.3%	13%	2%	0.0%	-13%	-11%	-2%	7%	-0.2%
13	CCOc1ccc(=O)n(-c2ccccc2)n1	7.5%	4%	5%	-0.3%	7%	-82%	3%	7%	-0.1%
14	O=C(N/N=C/c1cc2ccccc2nc1Cl)[C@H]1C[C@@H]1c1ccccc1	7.3%	26%	17%	0.1%	40%	-9%	5%	5%	0.0%
15	CCOC(=O)CC1(c2ccccc2)CCOC(C)(C)C1 (stereo not drawn)	-0.9%	15%	19%	0.0%	-7%	-23%	2%	9%	-1.1%
16	COc1ccc(C(=O)OC2CCN(C)CC2)cc1	1.6%	0%	12%	0.1%	17%	-22%	-9%	-6%	1.6%
17	Cc1cc2c(cc1S(=O)(=O)N1CCN(c3ccccc3F)CC1)OCC(=O)N2	0.8%	7%	10%	-0.1%	-13%	-10%	1%	0%	0.9%
18	COc1ccc(C(=O)NCCc2c[nH]c3ccc(OC)cc23)cc1	-4.1%	-5%	8%	-0.1%	-5%	19%	6%	10%	0.0%
19	COC(=O)c1ccc(Nc2nc3ccc(C)cc3n3cnnc23)cc1	6.1%	-4%	-14%	-0.2%	-7%	3%	9%	0%	-2.1%
20	Cn1cccc1CC(=O)N/N=C/C(Cl)=C/c1ccccc1	-3.9%	8%	10%	-0.2%	-48%	-12%	4%	-5%	36%
21	CCOc1ccccc1NC(=O)N1CCCC(c2nc(-c3ccc(C)o3)no2)C1 (stereo not drawn)	.	4%	8%	0.2%	-6%	-5%[20 µM]	11%	16%	-0.1%
22	NS(=O)(=O)c1ccc(Nc2nc(-c3ccc(O)cc3O)cs2)cc1	35%	8%	15%	0.3%	-26%	9%	44µM*	-18%	-0.5%
23	CCOC(=O)Nc1ccc(S(=O)(=O)N2CCOCC2)cc1	-2.0%	6%	4%	0.6%	-4%	-25%	-4%	10%	-0.9%
24	CC(=O)Nc1ccc(/C(C)=N/Nc2nc(Nc3cccc4ccccc34)nc(N3CCOCC3)n2)cc1	0.0%	7%	7%	-0.2%	39%	18%	5%	20%	-3.3%
25	CN1CCN(S(=O)(=O)c2ccc(NC(=S)NC(=O)C3CCC3)cc2)CC1	-1.0%	11%	25%	0.1%	-16%	7%	11%	-2%	-0.1%
26	COc1ccc(-c2nn(C)c(=O)c3ccccc23)cc1NC(=O)Cn1nc(C)c2ccccc2c1=O	-4.3%	8%	3%	-0.1%	-38%	40%	7%	9%	-1.6%
27	CCOc1cc(C(F)(F)F)cnc1/C(N)=N/O	-2.7%	-10%	4%	0.2%	-5%	20%	8%	1%	0.7%
28	O=C(C1CC(=O)N(c2ccc(Cl)cc2)C1)N1CCN(Cc2ccc3c(c2)OCO3)CC1 (stereo not drawn)	0.6%	19%	13%	1.2%	30%	14%	5%	7%	-1.1%
29	COC(=O)Cc1nnc(Nc2cccc(C)c2)c2ccccc12	2.3%	1%	9%	-0.1%	-11%	12%	2%	7%	0.4%
30	O=C1c2ccccc2C(=O)N1CCSc1n[nH]c(=S)s1	-3.1%	10%	21%	-0.1%	-9%	14%	7%	16%	-1.4%
31	Cc1ccc(S(=O)(=O)NCC(=O)N(CC(=O)NCC2CCCO2)c2cccc(F)c2)cc1 (stereo not drawn)	-0.4%	20%	3%	0.0%	-17%	-4%	-8%	-2%	-0.6%
32	C/C(=N\NC(=O)c1nnn(-c2nonc2N)c1CSc1ccc(Cl)cc1)c1cccnc1	5.5%	31%	-4%	-0.1%	6%	-16%	13%	-6%	-0.3%
33	COc1ccccc1NC(=O)COc1ccc(C(=O)OCC(=O)N(C(C)C)C(C)C)cc1OC	-1.0%	15%	-1%	0.0%	3%	-6%	5%	21%	7.0%
34	CC(NC(=O)CCCCCN1C(=O)c2ccccc2C1=O)c1ccc2c(c1)CCCC2 (stereo not drawn)	-5.2%	5%	5%	0.0%	-15%	33%	2%	11%	-0.9%
35	Cc1cccc(Nc2nnc(SCC(=O)Nc3ccccc3[N+](=O)[O-])s2)c1	1.3%	-7%	-7%	-0.3%	-1%	4%	10%	-10%	-0.6%
36	CCOC(=O)Cc1csc(NC(=O)COc2cccc(C)c2)n1	1.6%	7%	12%	0.6%	-18%	-5%	5%	10%	-1.1%
37	COc1ccc(N(CC(=O)NCc2ccc(Cl)cc2)S(=O)(=O)c2ccccc2[N+](=O)[O-])c(OC)c1	0.1%	2%	-7%	-0.1%	-31%	19%	8%	-4%	-2.3%
38	CSc1ccccc1C(=O)N1CCC(CCC(=O)NCc2ccc(F)cc2)CC1	2.5%	11%	0%	-0.1%	18%	-67%	8%	8%	0.7%
39	COc1cccc2c1Oc1ncccc1N(C(=O)CCC(=O)NCc1ccccc1F)C2	5.2%	2%	10%	-0.1%	-15%	11%	8%	5%	-1.6%
40	Cc1nnc(NC(=O)CSc2nnc(NC(=O)C(C)(C)C)s2)s1	-4.7%	0%	10%	-0.1%	-42%	16%	8%	10%	-1.3%
41	O=C(Nc1cc(Cl)ccc1N1CCOCC1)c1cc2ccccc2o1	-2.5%	-1%	1%	-0.1%	0%	-8%	0%	6%	-0.3%
42	COc1cc(S(=O)(=O)N2CCCCC2)ccc1NC(=O)Cc1ccccc1	2.1%	9%	13%	0.0%	-10%	-20%	6%	2%	-1.0%
43	O=C(CNc1cccc(C(F)(F)F)c1)N/N=C/c1ccccc1C(=O)O	2.7%	31%	13%	0.2%	2%	9%	7%	6%	1.1%
44	CC1CCCCN1CC(=O)NC(=O)NCc1ccccc1 (stereo not drawn)	-2.9%	22%	12%	0.2%	-3%	21%	4%	-5%	0.5%
45	CCc1ccc(-c2nn(-c3ccccc3)cc2CSC(=N)N)cc1	0.2%	20%	1%	-0.1%	-24%	-31%	.	20%	-2.3%
46	CC(C)c1ccc(NS(=O)(=O)c2ccc3c(c2)oc(=O)n3C)cc1	2.3%	-2%	3%	0.0%	-12%	-6%	1%	7%	1.1%
47	OCC1(Cc2ccccc2)CCCN(Cc2cnn(-c3ccccc3)c2)C1 (stereo not drawn)	-7.4%	9%	20%	0.8%	-23%	-28%	1%	25%	-1.0%
48	CCCc1ccc(-c2cc(NC(=O)CSc3nnc(N)s3)n(-c3ccccc3)n2)cc1	-0.4%	-69%	12%	-0.2%	-29%	20%	15%	16%	0.4%
49	CCCCCCCCCCSc1n[nH]c(NC(C)=O)n1	-0.1%	11%	12%	0.1%	5%	2%	6%	-2%	1.2%
50	COCCCNC(=O)c1c(F)c(F)c(F)c(F)c1F	0.5%	5%	8%	-0.2%	9%	0%	11%	0%	-2.4%

Copied from above (2 entries):
nr	structure	KOR beta-arrestin-2	NOD2 inhibition	Large T inhibition	GPR55 activation	NOD1 NF-kB reporter	KOR beta-arrestin-1	Rac1 GTP hydrolysis	GPR55 antagonists	HIV peptide binding
1	Cc1ccc(NC(=O)COC(=O)CN2C(=O)NC3(CCCC3)C2=O)cc1S(=O)(=O)N(C)C	0.6%	0%	5%	-0.2%	-36%	11%	-1%	4%	1.5%
2	COc1ccc(-n2c(O)c(/C=N/NS(=O)(=O)c3cccc([N+](=O)[O-])c3)c3ccccc3c2=O)cc1OC	-2.1%	18%	27%	0.4%	-28%	-4%[20 µM]	8%	13%	0.6%

New compounds follow:
nr	structure	KOR beta-arrestin-2	NOD2 inhibition	Large T inhibition	GPR55 activation	NOD1 NF-kB reporter	KOR beta-arrestin-1	Rac1 GTP hydrolysis	GPR55 antagonists	HIV peptide binding
51	Cc1cc(Nc2ccccc2O)c2ccccc2n1	.	22%	12%	0.2%	-21%	-53%[20 µM]	.	-2%	-2.1%
52	CCN1CCCC1CNC(=O)c1cc2c(OC)c(OC)c(OC)cc2[nH]1 (stereo not drawn)	0.8%	-3%	-11%	-0.1%	-1%	-48%	7%	9%	-1.1%
53	O=C(O)c1ccc(/C=N/NC(=O)c2cc3c(ccc4ccccc43)o2)cc1	5.6%	13%	16%	0.3%	-19%	-25%	8%	14%	22%
54	O=C(/C=C/c1cccc(Cl)c1)OCc1cn2cc(Cl)ccc2n1	3.2%	15%	-2%	-0.1%	-9%	-119%[20 µM]	12%	-9%	2.0%
55	COc1ccc(CCNC(=O)C2=COCCO2)cc1	3.4%	-22%	5%	0.4%	-44%	-21%	14%	10%	-1.0%
56	CC(=O)c1ccc(NC(=O)CN2C(=O)COc3ccc(S(=O)(=O)N4CCCC4)cc32)cc1	9.7%	8%	1%	0.2%	-16%	-46%	7%	4%	1.4%
57	O=C1CN(C(=O)N[C@@H](Cc2ccccc2)C(=O)N[C@@H](C(=O)O)c2ccccc2)c2ccccc2N1	7.2%	6%	7%	-0.3%	-7%	-19%	7%	-3%	0.3%
58	CCCCn1nnnc1SCC(=O)N1CCCC1	2.0%	10%	8%	-0.2%	12%	-3%	1%	23%	-0.2%
